Assay outcomes (PubChem)
DAX1 inh-1: blocks DAX1 repression of SF-1 activated StAR promoter; HEK293T StAR-luciferase reporter, SF-1/DAX-1 repression relief; inhibition, % at 6.8 µM; actives 1.1% (n = 370,000); AID 652010;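 active = inhibition above the mean over all tested compounds plus 3 SD, cut at about 3.6% in these data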;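 also: 0% = DAX-1 cells with DMSO and 100% = cells lacking DAX-1 with DMSO; higher inhibition means more luminescence from relief of DAX-1 repression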
GC-A act: GC-A (human) enzyme activation. P16066. HEK293 GC-A cells, cGMP TR-FRET, EC30 ANP; 0% at EC30 ANP, 100% saturating ANP. activation, % at 10 µM. actives 0.14% (n = 370,000). AID 1671463; in the data active = activation above about 40%
SMARCA2 act: increases SMARCA2 function in MMTV reporter cells | activation, % at 9.1 µM | actives 1% (n = 370,000) | MG213 cells, MMTV-luciferase reporter, dexamethasone, overnight; in the data active = activation above about 7.8%;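 also: 0% = vehicle wells and 100% = reference activator wells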
ssDAF12 agonist: S. stercoralis DAF-12 activation, primary screen; HEK293 ssDAF-12/GRIP1 lit1-tk-luc reporter, luminescence; % of 3 µM dafachronic acid response; activation, % at 6.8 µM; actives 1% (n = 370,000);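 active = activation above the mean over all tested compounds plus 3 SD, cut at about 0.9% in these data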;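 also: 0% = DMSO-only wells and 100% = 3 µM delta7-dafachronic acid wells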
ADAM10 inh: ADAM10 inhibition, QFRET primary screen; O14672; AID 720582; recombinant ADAM10, EDANS/DABCYL FRET peptide cleavage, 3 h; actives 0.62% (n = 370,000); inhibition, % at 7 µM;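 active = inhibition above a per-campaign cutoff equal to the mean of compounds falling between control-based bounds plus 3 SD, cut at about 20% in these data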;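 also: 0% = DMSO wells while the 100% control is not disclosed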
Target sequence (O14672 214-748 limits assumed): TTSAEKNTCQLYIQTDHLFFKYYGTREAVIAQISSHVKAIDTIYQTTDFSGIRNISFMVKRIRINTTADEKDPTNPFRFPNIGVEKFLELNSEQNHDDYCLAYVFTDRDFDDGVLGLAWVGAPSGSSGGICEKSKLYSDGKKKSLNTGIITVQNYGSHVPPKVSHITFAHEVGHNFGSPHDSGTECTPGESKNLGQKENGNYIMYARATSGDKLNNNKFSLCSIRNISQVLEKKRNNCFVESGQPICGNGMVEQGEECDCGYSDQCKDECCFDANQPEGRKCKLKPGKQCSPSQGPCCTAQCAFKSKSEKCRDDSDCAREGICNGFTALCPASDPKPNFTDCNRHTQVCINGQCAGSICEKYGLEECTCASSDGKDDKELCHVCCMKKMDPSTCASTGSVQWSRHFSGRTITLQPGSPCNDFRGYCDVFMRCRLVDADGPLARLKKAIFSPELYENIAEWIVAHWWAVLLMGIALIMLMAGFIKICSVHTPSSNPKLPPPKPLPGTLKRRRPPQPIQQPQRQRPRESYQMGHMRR
GAA850 FXN act: frataxin GAA850 promoter activation | activation, % at 6 µM | actives 0.56% (n = 360,000) | HEK293 lucGAA850 FXN promoter luciferase reporter, 24 h; percent of 10 µM SAHA response;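 active = activation above the average of all compounds screened plus 3 SD, cutoff fixed separately per campaign, cut at about 7.5% in these data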;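 also: 0% = DMSO wells and 100% = 10 µM SAHA wells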
hcDAF12 agonist: H. contortus DAF-12 activation, primary screen. HEK293 hcDAF-12 lit1-tk-luc reporter, luminescence; 0% DMSO, 100% Δ7-dafachronic acid. activation, % at 6.8 µM. actives 1.4% (n = 370,000);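 active = activation above the mean of all tested compounds plus 3 SD, cut at about 5.5% in these data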;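 also: 100% = response to 3 µM Δ7-dafachronic acid high control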
PG9 binder: small molecules binding HIV-1 gp120 antibody PG9; actives 0.43% (n = 360,000); AID 624416; TR-FRET gp120-PG9 antibody binding; inhibition, % at 6.7 µM; in the data active = inhibition above about 8.5%
hgDAF-12 ag: activates the H. glycines DAF-12 receptor ligand-binding domain | HEK293 GAL4-hgDAF12 UAS-luciferase reporter, agonist luminescence; normalized to butyrate control | activation, % at 6.8 µM | actives 1.8% (n = 370,000) | AID 687014;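 active = activation above a cutoff set at the mean of all screened compounds plus 3 SD, cut at about 10% in these data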;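 also: 0% = DMSO wells and 100% = sodium butyrate wells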
ADAM17 inh: inhibits human ADAM17; AID 720648; actives 0.83% (n = 370,000); recombinant ADAM17, EDANS/DABCYL FRET peptide cleavage; inhibition, % at 6.95 µM; P78536;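 active = inhibition above the mean of compounds lying between control limits plus 3 SD, set per campaign, cut at about 8.5% in these data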;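 also: 0% = DMSO-only wells as the low control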
DAX1 inh-2: inhibits human nuclear receptor DAX1 | inhibition, % at 6.75 µM | AID 504766 | HEK293 Gal4-DAX1 luciferase reporter, luminescence | actives 0.99% (n = 340,000) | P51843;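 active = inhibition above the mean over all tested compounds plus 3 SD, cut at about 4.2% in these data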;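 also: 0% = DAX1-transfected cells with DMSO and 100% = empty-vector control cells with DMSO; inhibition shows as a rise in luminescence from relieved DAX1 repression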
Target sequence (P51843 207-470 limits assumed): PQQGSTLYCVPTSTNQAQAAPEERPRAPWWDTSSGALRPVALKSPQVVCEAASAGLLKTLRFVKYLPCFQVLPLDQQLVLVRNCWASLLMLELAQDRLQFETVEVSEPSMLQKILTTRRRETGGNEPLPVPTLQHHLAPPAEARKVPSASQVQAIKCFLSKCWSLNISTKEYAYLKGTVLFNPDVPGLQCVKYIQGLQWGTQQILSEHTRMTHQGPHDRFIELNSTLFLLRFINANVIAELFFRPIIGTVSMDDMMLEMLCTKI
* marks the source's active call; other numbers are inactive results.

O=C(CC1SCCNC1=O)Nc1cc(Cl)cc(Cl)c1 (stereo not drawn) was read as DAX1 inh-1 -0.3, GC-A act 5, SMARCA2 act -1, ssDAF12 agonist -1.4, ADAM10 inh 12, GAA850 FXN act 0.7, hcDAF12 agonist 0.4, PG9 binder -0.3, hgDAF-12 ag -0.7, ADAM17 inh 4 and DAX1 inh-2 -0.2.
Screening O=C(Nc1nc2cc3c(cc2s1)OCO3)C1CC1 returned DAX1 inh-1 0.1, GC-A act 27, SMARCA2 act 2, ssDAF12 agonist -1.8, ADAM10 inh -3, GAA850 FXN act 2.6, hcDAF12 agonist -0.8, PG9 binder -2.3, hgDAF-12 ag 3.2, ADAM17 inh -6 and DAX1 inh-2 -0.2.
Screening Cc1nnc(SCC(=O)O)o1 returned DAX1 inh-1 1.0, GC-A act -2, SMARCA2 act 0, ssDAF12 agonist -0.1, ADAM10 inh 1, GAA850 FXN act 1.8, hcDAF12 agonist -1.4, PG9 binder -0.8, hgDAF-12 ag 1.1, ADAM17 inh -7 and DAX1 inh-2 0.2.
For CC(C)CC(=O)Nc1cccc(C(=O)Nc2ccccc2C(=O)O)c1 the results were DAX1 inh-1 -0.8, GC-A act -5, SMARCA2 act 1, ssDAF12 agonist -2.0, ADAM10 inh -5, GAA850 FXN act -4.2, hcDAF12 agonist -1.6, PG9 binder 4.1, hgDAF-12 ag -1.8, ADAM17 inh -3 and DAX1 inh-2 -0.1.
Cc1ccc(C(C)NC(=O)CSc2ccc(S(=O)(=O)N3CCOCC3)cn2)cc1C (stereo not drawn) was read as DAX1 inh-1 -1.4, GC-A act 0, SMARCA2 act -2, ssDAF12 agonist -1.1, ADAM10 inh -8, GAA850 FXN act 2.1, hcDAF12 agonist -1.8, PG9 binder -2.2, hgDAF-12 ag 4.7, ADAM17 inh -3 and DAX1 inh-2 0.5.
COc1ccc2[nH]c(=O)c(CN(CC3CCCO3)C(=S)Nc3ccccc3)cc2c1 (stereo not drawn) was read as DAX1 inh-1 0.1, GC-A act -9, SMARCA2 act 0, ssDAF12 agonist -0.9, ADAM10 inh -95, GAA850 FXN act 0.5, hcDAF12 agonist -0.5, PG9 binder 0.6, hgDAF-12 ag -3.0, ADAM17 inh -27 and DAX1 inh-2 2.7.
`CCOC(=O)c1sc(N2N=C(C)C(N=Nc3cccc(C)c3)C2=O)nc1C` (stereo not drawn) gave DAX1 inh-1 0.2, GC-A act 2, SMARCA2 act 2, ssDAF12 agonist -0.5, ADAM10 inh -2, GAA850 FXN act 1.3, hcDAF12 agonist -1.1, PG9 binder -1.0, hgDAF-12 ag -1.4, ADAM17 inh 0 and DAX1 inh-2 -0.8.
`CCC(=O)Nc1cccc(C2=NOC3(C2)C[C@@H](C(N)=O)N(C(=O)c2ccccc2C(=O)c2ccccc2)C3)c1` (stereo partly drawn) gave DAX1 inh-1 2.1, GC-A act -1, SMARCA2 act 0, ssDAF12 agonist -1.6, ADAM10 inh -11, GAA850 FXN act -0.5, hcDAF12 agonist -0.2, PG9 binder 1.1, hgDAF-12 ag -0.2, ADAM17 inh -5 and DAX1 inh-2 1.8.
Screening COCCn1c(N)c(N(Cc2ccccc2)C(=O)CSCC(=O)Nc2ccc(C)cc2)c(=O)[nH]c1=O returned DAX1 inh-1 1.6, GC-A act 4, SMARCA2 act 3, ssDAF12 agonist -1.5, ADAM10 inh 0, GAA850 FXN act -1.3, hcDAF12 agonist -1.1, PG9 binder 0.2, hgDAF-12 ag -2.7, ADAM17 inh -3 and DAX1 inh-2 -0.1.
For CCC(=O)N/N=C(\C)CC(=O)Nc1cc(Cl)ccc1C the results were DAX1 inh-1 -0.1, GC-A act 4, SMARCA2 act -2, ssDAF12 agonist -1.2, ADAM10 inh 1, GAA850 FXN act 2.8, hcDAF12 agonist -0.6, PG9 binder 0.3, hgDAF-12 ag -2.6, ADAM17 inh 0 and DAX1 inh-2 0.4.
COc1ccc(C2=NN(C(N)=S)C(c3ccco3)C2)cc1 (stereo not drawn) was read as DAX1 inh-1 -0.3, GC-A act 5, SMARCA2 act -1, ssDAF12 agonist -0.7, ADAM10 inh -14, GAA850 FXN act 4.7, hcDAF12 agonist 0.7, PG9 binder -0.1, hgDAF-12 ag 5.1, ADAM17 inh -2 and DAX1 inh-2 3.7.
`Cc1ccc(OCCCCN2CCc3ccccc3C2)c(C)c1` gave DAX1 inh-1 -0.3, GC-A act -1, SMARCA2 act 0, ssDAF12 agonist -0.5, ADAM10 inh 2, GAA850 FXN act 4.4, hcDAF12 agonist 3.2, PG9 binder 0.0, hgDAF-12 ag 2.0, ADAM17 inh 2 and DAX1 inh-2 0.8.

Molecules shown so far containing a Cl atom, in the order listed:
O=C(CC1SCCNC1=O)Nc1cc(Cl)cc(Cl)c1 (stereo not drawn) was read as DAX1 inh-1 -0.3, GC-A act 5, SMARCA2 act -1, ssDAF12 agonist -1.4, ADAM10 inh 12, GAA850 FXN act 0.7, hcDAF12 agonist 0.4, PG9 binder -0.3, hgDAF-12 ag -0.7, ADAM17 inh 4 and DAX1 inh-2 -0.2.
For CCC(=O)N/N=C(\C)CC(=O)Nc1cc(Cl)ccc1C the results were DAX1 inh-1 -0.1, GC-A act 4, SMARCA2 act -2, ssDAF12 agonist -1.2, ADAM10 inh 1, GAA850 FXN act 2.8, hcDAF12 agonist -0.6, PG9 binder 0.3, hgDAF-12 ag -2.6, ADAM17 inh 0 and DAX1 inh-2 0.4.

Further structures:
`C/C(=N\Nc1ccc2nncn2n1)c1ccccn1` gave DAX1 inh-1 -1.7, GC-A act -3, SMARCA2 act -3, ssDAF12 agonist -1.5, ADAM10 inh -8, GAA850 FXN act -9.3, hcDAF12 agonist -3.2, PG9 binder -1.1, hgDAF-12 ag -10 and ADAM17 inh 0.
O=C(CSc1nnc(Cn2nnc3ccccc32)o1)Nc1ccc(Cl)cc1 was read as DAX1 inh-1 0.0, GC-A act 1, SMARCA2 act 0, ssDAF12 agonist -1.4, ADAM10 inh 4, GAA850 FXN act -0.7, hcDAF12 agonist 3.5, PG9 binder -1.6, hgDAF-12 ag -1.0, ADAM17 inh -3 and DAX1 inh-2 0.6.
For COCCCNC(=O)c1cn(C)c(=O)c2cc(OC)c(OC)cc12 the results were DAX1 inh-1 0.3, GC-A act 4, SMARCA2 act -2, ssDAF12 agonist -1.4, ADAM10 inh -12, GAA850 FXN act 0.5, hcDAF12 agonist -1.6, PG9 binder 1.5, hgDAF-12 ag 3.7, ADAM17 inh -3 and DAX1 inh-2 -1.0.
For CCCCCCCCN1C(=O)[C@@H](CC(=O)NCCc2ccccc2OC)C[C@@]2(C(=O)OC)C1=C[C@H](C(C)C)O[C@@H]2C1CC1 the results were DAX1 inh-1 -1.7, GC-A act -8, SMARCA2 act -2, ssDAF12 agonist -1.2, ADAM10 inh 6, hcDAF12 agonist -3.0, hgDAF-12 ag -2.4 and ADAM17 inh -1.
For Cc1onc(-c2ccccc2)c1C(=O)OCC(=O)NCc1ccc(F)cc1 the results were DAX1 inh-1 -0.8, GC-A act -5, SMARCA2 act -2, ssDAF12 agonist -1.1, ADAM10 inh 9, GAA850 FXN act -0.9, hcDAF12 agonist -2.9, PG9 binder -2.5, hgDAF-12 ag 0.2, ADAM17 inh 2 and DAX1 inh-2 1.0.
Cn1nnnc1Sc1ncnc2scc(-c3ccc(-c4ccccc4)cc3)c12 was read as DAX1 inh-1 -1.6, GC-A act -4, SMARCA2 act -4, ssDAF12 agonist -1.4, ADAM10 inh 3, GAA850 FXN act -5.2, hcDAF12 agonist -2.9, PG9 binder 0.5, hgDAF-12 ag -7.3, ADAM17 inh 1 and DAX1 inh-2 -2.1.
Screening O=S(=O)(Nc1ccccn1)c1ccc(C2CCCCC2)cc1 returned DAX1 inh-1 -0.1, GC-A act -1, SMARCA2 act -2, ssDAF12 agonist -1.0, ADAM10 inh 6, GAA850 FXN act 2.3, hcDAF12 agonist -0.6, PG9 binder -0.4, hgDAF-12 ag 4.5, ADAM17 inh -2 and DAX1 inh-2 1.3.
CCc1ccc(-n2ncc(Cl)c(Oc3ccc(OC)cc3)c2=O)cc1 was read as GC-A act 13, ssDAF12 agonist -2.1, ADAM10 inh 7, hcDAF12 agonist -0.9, hgDAF-12 ag 0.2 and ADAM17 inh 1.
CCCn1cc2c(c1-c1cccc(C)c1)c(=O)n(C)c(=O)n2C was read as DAX1 inh-1 -0.4, GC-A act -3, SMARCA2 act 0, ssDAF12 agonist -0.6, ADAM10 inh -7, GAA850 FXN act 1.4, hcDAF12 agonist -0.5, PG9 binder 2.0, hgDAF-12 ag -2.0, ADAM17 inh -6 and DAX1 inh-2 0.6.
`Cc1ccc(OCC(=O)Nc2ccc(F)cc2)c([N+](=O)[O-])n1` gave DAX1 inh-1 2.9, GC-A act 2, SMARCA2 act 4, ssDAF12 agonist -0.5, ADAM10 inh 8, GAA850 FXN act 3.7, hcDAF12 agonist 4.5, PG9 binder 0.1, hgDAF-12 ag 10.0, ADAM17 inh 1 and DAX1 inh-2 7.0*.
For CN(c1ccccc1C(=O)Nc1ccc2c(c1)OCCO2)S(C)(=O)=O the results were DAX1 inh-1 0.3, GC-A act 3, SMARCA2 act -3, ssDAF12 agonist -0.5, ADAM10 inh -4, GAA850 FXN act -2.2, hcDAF12 agonist -1.2, PG9 binder 0.4, hgDAF-12 ag -1.4, ADAM17 inh 0 and DAX1 inh-2 2.7.
C=CCN1C(=O)[C@@H](CC(=O)N2CCN(C(=O)C3CC3)CC2)[C@]2(C(=O)OCC)CCCCC/C=C/12 was read as DAX1 inh-1 -0.1, GC-A act 4, SMARCA2 act -6, ssDAF12 agonist -1.1, ADAM10 inh -2, hcDAF12 agonist 0.7, hgDAF-12 ag -0.9 and ADAM17 inh -4.
Screening CCCCn1c(N)c(Sc2ccc(Cl)cc2)c(=O)[nH]c1=O returned DAX1 inh-1 -0.3, GC-A act -1, SMARCA2 act -2, ssDAF12 agonist -1.6, ADAM10 inh -4, GAA850 FXN act -5.6, hcDAF12 agonist 0.2, PG9 binder -0.3, hgDAF-12 ag -4.1, ADAM17 inh -1 and DAX1 inh-2 0.5.
CCOC(=O)C1=C(C)NC(=S)N(C(C)=O)C1c1ccccc1 (stereo not drawn) was read as DAX1 inh-1 -0.3, GC-A act 0, SMARCA2 act 2, ssDAF12 agonist -2.4, ADAM10 inh 8, GAA850 FXN act 0.5, hcDAF12 agonist -2.8, PG9 binder -0.5, hgDAF-12 ag -2.4, ADAM17 inh 4 and DAX1 inh-2 -1.5.
CC1(C)SC(=S)N(c2ccccc2)C1/[N+]([O-])=C/c1cccc([N+](=O)[O-])c1 (stereo not drawn) was read as DAX1 inh-1 -0.1, GC-A act -3, SMARCA2 act -3, ssDAF12 agonist -1.8, ADAM10 inh -2, GAA850 FXN act 1.6, hcDAF12 agonist -0.5, PG9 binder -1.2, hgDAF-12 ag 0.3 and ADAM17 inh 1.
`C=CCNC(=O)CSc1nc2sc3c(c2c(=O)n1CCC)CCC3` gave DAX1 inh-1 -0.3, GC-A act -6, SMARCA2 act -3, ssDAF12 agonist -1.9, ADAM10 inh 8, GAA850 FXN act 1.8, hcDAF12 agonist -1.9, PG9 binder -1.0, hgDAF-12 ag -1.8, ADAM17 inh -1 and DAX1 inh-2 -0.7.
